OX1R antag-1 – OX1R (human) antagonism; O43613; AID 485270; hit rate 1.8% among 330,000; inhibition, % at 6.6 µM; OX1R-expressing cells, FRET antagonist read-out; in the data active = inhibition mostly above about 38%, no sharp cut-off; inactive = mostly below about 40%;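 also: 0% = agonist challenge alone and 100% = reference antagonist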
Target sequence (O43613 whole entry, looked up): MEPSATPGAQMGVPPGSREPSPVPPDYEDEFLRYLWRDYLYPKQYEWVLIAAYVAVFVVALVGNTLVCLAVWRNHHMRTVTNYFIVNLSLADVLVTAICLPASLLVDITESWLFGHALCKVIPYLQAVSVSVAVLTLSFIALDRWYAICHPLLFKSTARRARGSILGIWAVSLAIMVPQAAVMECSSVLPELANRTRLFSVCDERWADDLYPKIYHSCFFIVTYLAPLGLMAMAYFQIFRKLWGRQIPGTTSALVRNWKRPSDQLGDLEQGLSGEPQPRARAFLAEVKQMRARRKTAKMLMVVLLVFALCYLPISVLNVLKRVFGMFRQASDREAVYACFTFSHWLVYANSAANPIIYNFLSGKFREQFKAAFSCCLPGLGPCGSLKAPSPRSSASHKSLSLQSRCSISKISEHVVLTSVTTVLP
OX1R antag-2 – blocks the human orexin 1 receptor | O43613 | CHO/OX1R cells, Fluo-8 calcium fluorescence, orexin A | inhibition, % at 5 µM | hit rate 0.43% among 330,000 | AID 434989;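 active = inhibition above its plate's threshold, mean inhibition of all tested compounds on the plate plus 3 SD, cut at about 37% in these data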;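 also: 0% = orexin A challenge wells and 100% = SB-334867-A antagonist wells; not every result past the cut was called active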
* hit, by the source's call.

SMILES	OX1R antag-1	OX1R antag-2
COc1ccc(NS(=O)(=O)c2cc(NC(=O)/C=C/c3ccccc3OC)ccc2N2CCCCC2)cc1	8	-2
Cc1ccc(-n2cc(CCCCCCCCC(=O)O)nn2)cc1	13	-12
CCOC(=O)/C(N=Nc1sc(C(=O)OC)c(C)c1C(=O)OCC)=C(\O)CCl	24	-20
COc1ccc(NC(=O)c2c(Cl)n(C)c3ccccc23)cc1	35	-20
COc1cccc(NC(=S)C(C#N)=C2N(C)c3ccccc3N2C)c1	7	-9
O=c1[nH]cnc2c1N=C(c1cccc([N+](=O)[O-])c1)CC(c1ccccc1)N2 (configuration not stated)	28	-13
CCOC(=O)N1CCN(C(=O)Cc2ccc(Cl)cc2)CC1	17	-16
CC(=O)Nc1cccc(NS(=O)(=O)c2c(C)noc2C)c1	10	-15
Cc1c(NC(C)c2ccccc2O)c(=O)n(-c2ccccc2)n1C (configuration not stated)	7	12
Cc1cc(N2CCN(c3ccc(F)cc3)CC2)nc(-c2ccccc2)n1	53	37
COc1ccc(C(=O)N(C)C2CCCc3ccccc32)cc1OC1CCN(C(C)C)CC1 (configuration not stated)	35	-21
CN(C)S(=O)(=O)c1cccc(C(=O)Nc2ccc(C(=O)Nc3cccc(S(N)(=O)=O)c3)cc2)c1	7	-3
O=C(CC1CCCC1)Nc1cc(C(F)(F)F)ccc1-n1cncn1	7	-17
O=C1CC(C2CCCO2)C(=O)N1c1ccc(Cl)c(Cl)c1 (configuration not stated)	5	-21
COc1ccc(C2=NN(C(C)=O)CC2c2cccc([N+](=O)[O-])c2)cc1 (configuration not stated)	7	-16
O=C(CN1CC[C@@]2(O)CCCC[C@H]2[C@@H]1c1ccc(F)cc1)NCc1ccco1	7	-18
CC(C[N+](C)(C)C)OC(N)=O (configuration not stated)	10	-2
COc1ccc(C2C(=O)c3ccccc3C2=O)c(OC)c1	18	-39
COc1ccc(NC(=O)c2cc(C)nc3ccccc23)c(OC)c1	24	-29
O=[N+]([O-])c1ccccc1/C=N/NC1=NS(=O)(=O)c2ccccc21	21	-1
O=C(CSc1nc2nccnc2c(=O)n1Cc1cccs1)Nc1ccccc1F	23	-32
Cc1cc(C)cc(NC(=S)NC(=O)Cc2ccccc2)c1	-9	-15
Cc1ccc(C)c(S(=O)(=O)NCC(=O)NCc2ccco2)c1	-1	-12
O=S(=O)(/C=C/c1ccccc1)N1CCc2ccccc2C1	1	-9
O=C(COc1ccccc1Cl)NCCNC(=O)c1ccco1	10	3
Going on with the list.
SMILES	OX1R antag-1	OX1R antag-2
O=C(Cn1ncc(Cl)c(Cl)c1=O)N1CCOCC1	20	-23
Cc1ccc(NC2CCCN(C(=O)CCC3=NNC(=O)CC3)C2)cc1C (configuration not stated)	5	-6
CC(=O)c1cccc(S(=O)(=O)N(CCCO)Cc2cc3ccc(C)cc3[nH]c2=O)c1	20	-17
CCNc1nc(NCC)nc(N(C)n2cnnc2)n1	8	-12
CC(=O)Nc1ccc(NC(=O)C(C)OC(=O)c2cc(S(=O)(=O)N3CCOCC3)ccc2Cl)cc1 (configuration not stated)	7	-6
Cc1ccc(N2CCCn3c2cc(C)c(C#N)c3=O)cc1Cl	4	-20
CCOc1cc(C(=O)NCc2nnc(SCC(=O)OC)n2C)cc(OCC)c1OCC	4	0
CC1CCCCC1NC(=O)C(Cc1ccccc1)NS(=O)(=O)c1cccs1 (configuration not stated)	25	-29
COC(=O)C(Cc1c[nH]c2ccccc12)NC(=O)c1cccc(S(=O)(=O)N2CCCCC2)c1 (configuration not stated)	-2	-9
O=[n+]1c2c(n([O-])c3cc(F)c(N4CCCC4)cc31)CCCC2	52*	0
O=C(Nc1cccnc1)c1cc2c(ccc3ccccc32)o1	36	-20
CCn1c(SCC(=O)NCCc2ccccc2)nc2c([nH]c3ccccc32)c1=O	20	-52
CCOC(=O)C1=C(N)Oc2c(oc(CO)cc2=O)C1c1ccc(Cl)cc1 (configuration not stated)	4	-28
Cc1ccc(NC(=O)CC2SC(=NCC3CCCO3)NC2=O)cc1Cl (configuration not stated)	6	-13
CSc1ccccc1NC(=O)CSc1nnc(CNC(=O)c2ccccc2F)n1C	30	-15
COc1cccc(N2CCN(CC(=O)Nc3ccc(SC(F)F)cc3)CC2)c1	18	2
O=C(CN1C(=O)COc2ccccc21)NCCCN1CCOCC1	12	-4
COc1ccc([N+](=O)[O-])cc1NC(=O)N(C)Cc1ccco1	1	-13
Cc1cccn2c(=O)c(/C=N/O)c(N3CCOCC3)nc12	20	-4
CCOC(=O)CN1CC23C=CC(O2)C(C(=O)NCc2cccs2)C3C1=O (configuration not stated)	16	-4
CCN(CC)CCN(CC)Cc1ccccc1Br	-1	-5
CCOC(=O)C1C(c2cccs2)NC(=O)N(C)C1(O)C(F)(F)F (configuration not stated)	8	-7
CC(C)CN1C(=O)N(c2ccc(Cl)cc2)C(C)(O)CC1(C)C (configuration not stated)	-8	-11
CCc1c(C)c2c(C)nn(-c3ccccc3)c2[nH]c1=O	3	-26
Cc1cccc2nc(=S)n(C(=O)c3ccco3)n12	-2	0

Complete entries from above:
COc1cccc(N2CCN(CC(=O)Nc3ccc(SC(F)F)cc3)CC2)c1 across the screens: OX1R antag-1 = 18; OX1R antag-2 = 2
Cc1cccn2c(=O)c(/C=N/O)c(N3CCOCC3)nc12 across the screens: OX1R antag-1 = 20; OX1R antag-2 = -4
O=C(Nc1cccnc1)c1cc2c(ccc3ccccc32)o1 across the screens: OX1R antag-1 = 36; OX1R antag-2 = -20

Next results.
SMILES	OX1R antag-1	OX1R antag-2
Cc1sc(NC(=O)c2oc3ccccc3c2C)c(C#N)c1C	13	-5
COc1ccc(O)c(-c2nc(N)nc(N)n2)c1	8	-6
NS(=O)(=O)OCC(Cc1ccccc1)N1C(=O)c2ccccc2C1=O (configuration not stated)	10	-14
COc1ccc(N2CCN(C(=O)C3CCCN(S(=O)(=O)c4ccc(C)cc4)C3)CC2)cc1 (configuration not stated)	19	-15
CC(C)OC(=O)/C(=C\C=C\c1ccccc1)NC(=O)c1ccccc1	12	-9
O=C1/C(=C/c2cccnc2)SC(=S)N1CCc1ccccc1	3	-31
CC1(C)OC(c2ccccc2)=C/C(=C\C=N\NC(=O)c2ccncc2)O1	23	4
C=CCn1c(COc2ccc(OC)cc2)nnc1SCn1nnc2ccccc2c1=O	24	-17
Cc1ccccc1CNC(=O)C(=O)NCC1CCCN1S(=O)(=O)c1ccccc1 (configuration not stated)	16	-22
CC(C)N(CCCNC(=O)C1CCC(CNS(=O)(=O)c2ccccc2)CC1)Cc1ccccc1 (configuration not stated)	5	-19
CCCCc1ccc(NC(=O)C(C)CC)cc1 (configuration not stated)	7	-3
CC(C)COc1ccc(C(=O)OC2CC(C)(C)OCC2CN(C)C)cc1 (configuration not stated)	22	-32
COc1cc(-c2nnc3n2N=C(c2ccccc2)CS3)cc(OC)c1OC	40	0
CC(C)CN(CC(C)C)S(=O)(=O)N1CCC(C(=O)NCc2cccnc2)CC1	26	-2
O=C(c1cc(-c2ccccc2)on1)N1CCN(C(=O)c2ccco2)CC1	7	-1
Cc1ccc(Cn2nc(C)c(C(=O)NCC(c3ccc(F)cc3)N3CCOCC3)c2Cl)cc1 (configuration not stated)	15	-13
Cc1ccc(C(=O)N/C(=C\c2cn(C)c3ccccc23)C(=O)N2CCOCC2)cc1	4	-40
Cc1cc(N2CCN(c3ncccn3)CC2)nc2c(C)cccc12	15	-24
COC(=O)c1ccc2c(=O)n(NC(=O)C(c3ccccc3)c3ccccc3)c(=S)[nH]c2c1	5	-8
Cc1ccc(C(=O)Nc2ccc(C)c(S(=O)(=O)N3CCOCC3)c2)c(C)c1	17	-28
Cc1cc(C)cc(CN2C(=O)NC3(CCCCCC3)C2=O)c1	7	-36
N#Cc1cc2c(nc1SCC(N)=O)CCCCC2	6	-22
O=C(NCc1ccccc1)c1csc(-c2cccnc2)n1	8	-17
O=C(CC1S/C(=N\S(=O)(=O)c2ccc(F)cc2)N(c2ccccc2)C1=O)Nc1ccccc1 (configuration not stated)	32	1
COc1cccc(N(C(=O)c2ccco2)C(C(=O)NC2CCCC2)c2ccc(N(C)C)cc2)c1 (configuration not stated)	24	-27
Additional structures follow.
SMILES	OX1R antag-1	OX1R antag-2
CC1(OC(=O)c2ccco2)C(=O)C=C2C=C(C3CC3)OC=C2C1=O (configuration not stated)	27	-6
CCCC(=O)Nc1cccc(-c2nc3ccccc3o2)c1	57	-21
Cc1cc(=O)nc2c3ccccc3n(CC(=O)NC3CCCCC3)n12	3	-64
O=c1[nH]c2c(n(C3CCCCC3)c1=O)CCC2	15	-11
Cc1ccc(CCNC(=O)C(C)n2nc(C)c3c(C)n(-c4ccccc4)nc3c2=O)cc1 (configuration not stated)	13	-29
OCC[C@H]1C[C@H](O)[C@@H](O)[C@@]2(OCc3ccccc32)O1	31	-2
CC1(C)CC(=O)c2c(-c3cccnc3)n[nH]c2C1	12	-1
Cc1ccc(S(=O)(=O)N2CCN(C(=O)CSc3nnc(C)s3)C2)cc1	12	-18
CN(C[C@H](Cc1ccccc1)N(C[C@@H](CC1CCCCC1)N(CCc1ccccc1)N=O)N=O)N=O	43	-32
CCc1cc(C(=O)N2CCN(S(=O)(=O)c3ccccc3F)CC2)sc1C	5	-5
O=C(CCc1ccccc1)NNC(=O)Nc1ccc(F)c(Cl)c1	21	-13
CCOC(=O)C1=C(C)NC(=S)NC1C (configuration not stated)	5	-16
CN(C(=O)CSc1nnc(Cc2cccc3ccccc23)n1N)C1CCS(=O)(=O)C1 (configuration not stated)	20	-30
COc1ccc(NC(=O)c2ccc(N3C(=O)C4CC=C(C)CC4C3=O)cc2)c(OC)c1 (configuration not stated)	1	-7
Cc1cccc(NC(=O)c2cc(NC(=O)C3CCCCC3C(=O)O)ccc2Cl)n1 (configuration not stated)	16	-7
O=C(O)CSCc1c(F)cccc1Cl	4	-17
COc1ccc(C/C(C)=N/NC(=O)c2ccncc2)cc1	15	3
COc1ccc(OC)c(/C=N/NC(=O)c2cc[n+](CC(=O)c3ccccc3)cc2)c1	38	-22
COc1ccc(C(=O)N(Cc2ccccc2)c2cccc(C)c2)cc1S(=O)(=O)N1CCOCC1	16	-29
CCOC(=O)N1CCC(NC(=O)c2cc(C(=O)Nc3ccc(S(=O)(=O)N4CCOCC4)cc3)ccc2CO)CC1	6	2
N#Cc1ccccc1COc1ccc(/C=C/C(=O)O)cc1	14	-8
COc1ccc(-c2csc(N3CCC(C(N)=O)CC3)n2)cc1	11	0
COc1ccc(C2=CSC3=NCCN23)cc1OC	-9	-10
COc1ccc(/C=C(\CC(=O)O)c2nc3ccccc3s2)cc1O	40	0
CC(=O)Nc1ccc(OCC(O)CN2CCN(c3ccc(C)c(Cl)c3)CC2)cc1 (configuration not stated)	10	-14
Later entries
SMILES	OX1R antag-1	OX1R antag-2
CC(C)(C)OC(=O)COc1cc(O)c2c(=O)cc(-c3ccccc3)oc2c1	22	-20
COC(=O)c1coc(-c2ccc(OC)cc2)c1C(=O)OC	-6	-11
COc1ccc(OC)c(NC(=O)CSC2=NCCS2)c1	7	-26
Cc1cccc(NS(=O)(=O)c2cc3c(cc2C)N(C)CCO3)c1	7	-18
COc1ccc(C/C(N)=N/n2cnnc2)cc1	25	2
O=C1CNCc2[nH]c3ccccc3c2N1c1ccccc1	21	-29
O=C(c1ccccc1)N1CCCC(C(=O)N2CCCCCC2)C1 (configuration not stated)	7	-42
CC1CC(C)CN(CC(=O)Nc2ccc3c(c2)OCCO3)C1 (configuration not stated)	26	-16
Cc1cc(/C=C(/C#N)C(=O)O)c(C)n1CCC(C)C	20	3
COCCOC(=O)c1c(NC(=O)CN2c3ccccc3CC2C)sc(C(N)=O)c1C (configuration not stated)	9	-23
CN(Cc1ccccc1)C(=O)CN1C(=O)NC(C)(c2ccc(Cl)cc2)C1=O (configuration not stated)	7	-17
NS(=O)(=O)c1cccc(NC(=O)CSc2nnc(-c3ccccc3F)n2C2CC2)c1	25	4
O=[N+]([O-])c1cc(Br)c(O)c(C=Nc2ccc(N3CCOCC3)cc2)c1	66*	-14
Cc1nc([N+](=O)[O-])c(Br)n1CC(=O)c1cccc([N+](=O)[O-])c1	31	-3
COc1ccc(-n2nnnc2CNC(=O)C(=O)c2c(C)[nH]c3ccccc23)cc1	21	-10
COc1ccc(CC(=O)Oc2ccccc2C)cc1	1	-24
CCOc1ccc(-n2ccnc2SCC(=O)Nc2nnc(C)s2)cc1	13	-16
O=C(Cc1cccc([N+](=O)[O-])c1)Nc1ccc(C(=O)N2CCCCC2)cc1	6	-3
CCOC(=O)c1c(NC(=O)CN2C(=O)CN(C)C2=O)sc(C)c1C	5	-13
COC(=O)Cn1c(SCc2ccccc2)nc2ccccc21	10	-4
CCOC(=O)CN1CC23C=CC(O2)C(C(=O)Nc2cc(OC)ccc2OC)C3C1=O (configuration not stated)	23	-25
COc1ccc(C[C@H](C)NC[C@@H](O)c2ccc(O)c(NC=O)c2)cc1	11	-4

3 entries out of the list, arranged by length of the SMILES, highest first.
SMILES	OX1R antag-1	OX1R antag-2
NS(=O)(=O)c1cccc(NC(=O)CSc2nnc(-c3ccccc3F)n2C2CC2)c1	25	4
CC(C)(C)OC(=O)COc1cc(O)c2c(=O)cc(-c3ccccc3)oc2c1	22	-20
O=C(c1ccccc1)N1CCCC(C(=O)N2CCCCCC2)C1 (configuration not stated)	7	-42

4 entries from above, field by field:
O=C1CNCc2[nH]c3ccccc3c2N1c1ccccc1
  OX1R antag-1: 21 | OX1R antag-2: -29
O=[N+]([O-])c1cc(Br)c(O)c(C=Nc2ccc(N3CCOCC3)cc2)c1
  OX1R antag-1: 66* | OX1R antag-2: -14
Cc1nc([N+](=O)[O-])c(Br)n1CC(=O)c1cccc([N+](=O)[O-])c1
  OX1R antag-1: 31 | OX1R antag-2: -3
COC(=O)Cn1c(SCc2ccccc2)nc2ccccc21
  OX1R antag-1: 10 | OX1R antag-2: -4

From PubChem BioAssay
